# AmpC inh det = blocks E. coli AmpC beta-lactamase in presence of detergent; hit rate 0.09% among 71,000; P00811; purified AmpC, nitrocefin hydrolysis with detergent; Potency, µM (doses to about 28.7 µM), for the others: at the highest dose activity change, negative = inhibition; active = well fitted curve in the direction sought with a large enough effect
# Target sequence (P00811 whole entry, looked up): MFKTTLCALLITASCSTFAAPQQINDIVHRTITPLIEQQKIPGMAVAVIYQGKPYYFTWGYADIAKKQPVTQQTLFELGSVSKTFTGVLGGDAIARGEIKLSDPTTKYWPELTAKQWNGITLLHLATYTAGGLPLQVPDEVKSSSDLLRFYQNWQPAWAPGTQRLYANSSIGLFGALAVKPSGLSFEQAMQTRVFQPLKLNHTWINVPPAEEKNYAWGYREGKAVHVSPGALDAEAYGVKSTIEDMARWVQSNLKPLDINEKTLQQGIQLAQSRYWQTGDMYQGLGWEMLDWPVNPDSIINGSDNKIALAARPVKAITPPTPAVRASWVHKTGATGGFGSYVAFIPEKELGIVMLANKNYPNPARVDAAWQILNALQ
#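 E. coli AmpC (5.3 nM) in 20 mM phosphate pH 7.0 with 0.01% Triton X-100, preincubated 15 min RT with compound; nitrocefin (2 uL of 800 uM stock) hydrolysis followed by 480 nm absorbance every 20 s over 4 min.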
# Starred values were filed as active, the others as inactive; & = joins results of further samples; [ ] = remark or other dose. % is scaled to controls: 0 for no effect and ±100 for the full control effect; potency is read from the fitted curve at half-maximal effect.
no.	Molecule	AmpC inh det
1	Cn1cnnc1SCC(=O)Nc1sccc1C#N	-5.0%
2	O=C(CCCCn1c(=O)[nH]c2ccccc2c1=O)N1CCN(c2ncccn2)CC1	14.4%
3	Cc1c(NC(=O)COc2ncnc3c(Cl)cc(Cl)cc23)c(=O)n(-c2ccccc2)n1C	-2.4%
4	CC1=C(C(=O)OCc2ccccc2)C(c2ccccn2)c2c(n(C)c(=O)n(C)c2=O)N1 (configuration not stated)	-7.8%
5	Cc1noc(C)c1-c1nc(N2CCNCC2)c2ccccc2n1	12.8%
6	O=C(NCCCc1ccccc1)C1CCN(c2nnc(-n3cccc3)s2)CC1	4.6%
7	CCNC(=O)NC1(C(=O)Nc2ccc3c(c2)CCC3)CCCCC1	-0.8%
8	CCN1CCN(S(=O)(=O)Cc2ccccc2)CC1	6.2%
9	CCCc1cc(=O)[nH]c(SCC(=O)N2CCN(c3ccccc3)CC2)n1	-0.2%
10	COc1cc2c(cc1OC)-c1c(OC)c(OC)cc3ccnc(c13)C2=O	-0.7%
11	CCNc1nc(NC(C)C)nc(Nn2cnnc2)n1	9.1%
12	O=C(Cn1cnc2ccccc2c1=O)NC1CCCc2ccccc21 (configuration not stated)	-4.4%
13	CN(C)C(=O)N1CCCC(C(=O)NCc2ccc(F)cc2Cl)C1 (configuration not stated)	-6.6%
14	C[C@@H](C[N+](C)(C)C)OC(N)=O	-2.0%[12.8 µM]
15	CC(=O)NCCOc1ccc(C(=O)O)cc1	0.3%
16	c1cnc(N2CCN(Cc3ccc4c(c3)OCO4)CC2)nc1	-2.7%
17	c1ccc(-c2n[nH]c3ccccc23)cc1	6.0%
18	CCC(=O)N1c2ccc(S(=O)(=O)CCC(=O)N3CCN(c4ccccc4)CC3)cc2CC1C (configuration not stated)	10.6%
19	Nc1ccccc1C(=O)OCCOc1ccccc1	-3.8%
20	COc1cc2c(cc1OC)C(C(=O)O)C(c1ccc(C)o1)N(C)C2=O (configuration not stated)	-3.5%
21	CCCc1nc(-c2ccccc2O)n(-c2ccccc2)n1	-4.5%
22	CC(C)O	22.4%
23	Cc1ccc(OCC(O)CNS(=O)(=O)c2ccccc2C(=O)N2CCCCC2)cc1 (configuration not stated)	-3.3%
24	O=S(=O)(c1ccccc1)N1CCC[C@@]2(CCN(Cc3cc(C(F)(F)F)cc(C(F)(F)F)c3)C2)C1	-2.0%
25	CCCC1C2CN(C(C)=O)CC=C2C(C#N)=C(N)C1(C#N)C#N (configuration not stated)	7.8%
26	CCCN1C(=O)C2(/C(=C(\O)c3ccc4c(c3)OCCO4)C(=O)C(=O)N2CCCOC)c2ccccc21 (configuration not stated)	-4.0%
27	O=c1[nH]c(=O)n([C@H]2C[C@H](O)[C@H](CO)O2)cc1/C=C\Br	1.0%
28	O=C(c1ccco1)N1CCN(C(c2ccccc2)c2nnnn2Cc2cccs2)CC1 (configuration not stated)	-1.9%
29	CCCCNC(=O)c1cc(-c2ccc(OC)cc2)on1	-0.8%
30	COc1ccc(C2C(C(=O)NCc3cccnc3)c3ccccc3C(=O)N2C)cc1OC (configuration not stated)	3.5%
31	CCOC(=O)c1sc2ccc(S(=O)(=O)N3CCOCC3)cc2c1N	-3.3%
32	c1ccc(Nc2nc(-c3ccoc3)nc3ccccc23)cc1	10.6%
33	COc1cc2cc(C)c(SCC(=O)N3CCOCC3)nc2cc1OC	-4.0%
34	Nc1nc(SCc2ccc3c(c2)OCCO3)n[nH]1	-2.2%
35	COc1cc(SC)ccc1C(=O)Nc1ccc2c(c1)OCCO2	5.4%
36	Cc1cc(C)nc(SCC(=O)Nn2cnnc2)n1	-2.4%
37	O=C(O)c1cccc(NC(=O)c2cccc(S(=O)(=O)N3CCCCC3)c2)c1	-10.8%
38	NC(=O)c1sc2nc3c(c(-c4cccs4)c2c1N)CCCC3	5.6%
39	CC(C)(C)c1cc(C(=O)O)nn1-c1ccccc1	33.1%
40	O=C(O)c1cccc(NS(=O)(=O)c2cccc3cccnc23)c1	8.5%
41	Clc1cc(Cl)cc(Cl)c1	11.4%
42	COc1c2c(nc3ccccc13)O[C@H]([C@@](C)(O)CO)C2	0.2%[12.8 µM]
43	Cc1ccccc1C(=O)Nc1ccc2c(c1)OCO2	-2.0%
44	Cc1ccc2ncccc2c1NS(=O)(=O)c1ccccc1	-2.8%
45	Cc1n[nH]c(C)c1S(=O)(=O)N1CCCC(C(=O)Nc2ccc3c(c2)OCCO3)C1 (configuration not stated)	-2.2%
46	CCC(C)(C)NC(=O)C(c1cccn1C)N(Cc1ccc(C)cc1)C(=O)Cn1nnc2ccccc21 (configuration not stated)	11.0%
47	COc1ccc(C2CC(c3c(Cl)cccc3Cl)n3nc(N)nc3N2)cc1 (configuration not stated)	7.3%
48	N#Cc1c(NC(=O)CSc2ncc(-c3ccccc3)n2CC2CCCO2)sc2c1CCCC2 (configuration not stated)	13.9%
49	CCn1cnc2scc(-c3ccccc3)c2c1=O	-3.1%
50	CCn1c(SCC(N)=O)nc2c(c1=O)C1(CCCC1)Cc1ccccc1-2	-4.1%

# Following part.
no.	Molecule	AmpC inh det
51	CCOC(=O)N1CCC(NC(=O)c2ccc(CNS(=O)(=O)c3ccc(F)cc3)cc2)CC1	-4.6%
52	Cc1c(C(O)CN2CCC(C(N)=O)CC2)c2ccccc2n1C (configuration not stated)	-1.0%
53	CCOC(=O)C1CCN(C(=O)C2(NC(=O)Nc3ccccc3Cl)CCCCC2)CC1	9.1%
54	CCOC(=O)CC(=O)CSc1nc2c(c(C)c1C#N)CCC2	-2.3%
55	Cc1cc(Nc2cc(C)on2)n2ncnc2n1	7.5%
56	CCCCCCn1cnc2c(c1=O)c1nc3ccccc3nc1n2/N=C/c1ccco1	13.4%
57	O=C(CN(C(=O)Cn1nnc(-c2cccs2)n1)c1cnc2ccccc2c1)NCC1CCCO1 (configuration not stated)	0.7%
58	c1ccc(OCCSc2nnc3sc4ccccc4n23)cc1	0.2%
59	CC(=O)c1cccc(N(CC(=O)O)S(C)(=O)=O)c1	7.8%
60	O=C1CSC(=NC(=O)c2ccccc2)N1	3.9%
61	Cc1cccc(-c2nsc(SCC(=O)Nc3nccs3)n2)c1	2.6%
62	O=C(NC1CCCC1)C(c1cccs1)N(C(=O)c1ccno1)c1ccccc1 (configuration not stated)	-1.0%
63	CC1(C)CC(=O)C(C=NCCCO)=C(O)C1	5.1%
64	CC(CCc1ccccc1)C(=O)NO (configuration not stated)	0.2%
65	O=C(NCc1ccc2c(c1)OCO2)C1CCN(S(=O)(=O)c2ccc(Br)s2)CC1	-2.4%
66	Cc1cnc(CNc2nc(-c3ccccc3C)nc3ccccc23)cn1	9.8%
67	Cc1ccc(N(C(C)C(=O)O)S(=O)(=O)c2cccnc2)cc1 (configuration not stated)	13.8%
68	COc1ccc(OC)c(N=c2oc3cc(O)ccc3cc2C(N)=O)c1	-5.1%
69	Cc1cccc(NC2=NC3(CCCCC3)N=C(N)N2)c1C	5.4%
70	Cc1nc2ccc(C(C(F)(F)F)(C(F)(F)F)C(F)(F)F)cc2[nH]1	-4.3%
71	O=C(c1cnn2c(C(F)(F)F)cc(-c3ccco3)nc12)N1CCCCCC1	6.7%
72	Cc1cccc(OCc2nnc(SCC(=O)c3cccs3)n2C)c1C	2.6%
73	CCOC(=O)/C=c1\s/c(=C\c2ccc3c(c2)OCCO3)c(=O)n1CC(=O)NCC1CCCO1 (configuration not stated)	0.4%
74	CCOC(=O)N1CCN(Cc2nc3c(c(=O)n(C)c(=O)n3C)n2Cc2ccc(F)cc2)CC1	9.2%
75	O=C(C1CCCCC1)N(CCN1CCCC1)c1nc2ccccc2s1	10.7%
76	O=C1CC(N2CCC(c3nc4ccccc4o3)CC2)C(=O)N1c1ccc(Cl)cc1 (configuration not stated)	-7.6%
77	CCC(=O)Nc1cc2c(cc1C(C)=O)OCCO2	7.0%
78	CCOc1ccc(C(=O)COC(C)=O)cc1	11.6%
79	CCCOc1ccc(C2c3c(oc4cc(C)c(C)cc4c3=O)C(=O)N2CCCN(C)C)cc1 (configuration not stated)	1.8%
80	COc1ccc(CCNC(=O)Cn2cnc3c(cnn3C(C)(C)C)c2=O)cc1OC	13.2%
81	CSc1nnnn1-c1ccc(C(=O)OCC(=O)N2CCOCC2)cc1	0.9%
82	CCc1noc2c1/C(=N\O)CC(c1ccccc1)C2 (configuration not stated)	-1.5%
83	Cc1ccc(C2C(C#N)=C(N)Oc3c2oc(CO)cc3=O)o1 (configuration not stated)	6.6%
84	C=CCn1c(N)c(S(=O)(=O)c2cccs2)c2nc3ccccc3nc21	-1.7%
85	O=c1c2c(nc3nc(CCc4ccccc4)[nH]n13)CCC2	1.2%
86	COc1cccc(-n2nnnc2SCC(=O)NCCc2ccccc2)c1	10.5%
87	O=S(=O)(c1ccc(F)cc1)N1CCC(N2CCN(c3ccccc3)CC2)CC1	1.1%
88	COC(=O)c1ccc(C(/C=C/[C@@H](C)C(=O)NCc2cc(C)n(C)n2)NC(=O)OCc2ccccc2)cc1 (some centres not stated)	16.7%
89	O=C(Oc1ccccc1)N1CCC[C@@]2(CCN(Cc3nccs3)C2)C1	-1.2%
90	OCCN(Cc1ccccc1)CC1CCCCC1	-6.5%
91	CCNc1nc(NCC)nc(-n2nc(C)cc2C)n1	10.9%
92	CCN(C(=O)CSc1nnc(-c2ccccc2Cl)n1C1CCCC1)C1CCS(=O)(=O)C1 (configuration not stated)	9.5%
93	CSc1nc2nc(-c3ccccc3)cc(C(F)(F)F)n2n1	-7.7%
94	O=C(NCc1cccnc1)Nc1cccc(NC(=O)NCc2cccnc2)c1	-2.1%
95	CCOc1ccc2nc(C)cc(C(=O)O)c2c1	8.1%
96	N#Cc1nc(-c2ccccc2F)oc1NCCc1ccccn1	6.2%
97	COCc1cc(=O)n2c(-c3ccccc3OC)n[nH]c2n1	-3.2%
98	C=CCn1c(SCC(=O)Nc2ccc(C(=O)OCC)cc2)nnc1-c1sc(N)nc1C	-2.2%
99	COc1ccc2c(c1)CCc1c(C(=O)Nc3c(C)n(C)n(-c4ccccc4)c3=O)noc1-2	6.5%
100	Cc1ccc(-c2nc(N)n(C(=O)c3cccnc3)n2)cc1	-3.2%

# Grouped by structure, the compounds so far with fluorine (9)
no.	Molecule	AmpC inh det
13	CN(C)C(=O)N1CCCC(C(=O)NCc2ccc(F)cc2Cl)C1 (configuration not stated)	-6.6%
24	O=S(=O)(c1ccccc1)N1CCC[C@@]2(CCN(Cc3cc(C(F)(F)F)cc(C(F)(F)F)c3)C2)C1	-2.0%
51	CCOC(=O)N1CCC(NC(=O)c2ccc(CNS(=O)(=O)c3ccc(F)cc3)cc2)CC1	-4.6%
70	Cc1nc2ccc(C(C(F)(F)F)(C(F)(F)F)C(F)(F)F)cc2[nH]1	-4.3%
71	O=C(c1cnn2c(C(F)(F)F)cc(-c3ccco3)nc12)N1CCCCCC1	6.7%
74	CCOC(=O)N1CCN(Cc2nc3c(c(=O)n(C)c(=O)n3C)n2Cc2ccc(F)cc2)CC1	9.2%
87	O=S(=O)(c1ccc(F)cc1)N1CCC(N2CCN(c3ccccc3)CC2)CC1	1.1%
93	CSc1nc2nc(-c3ccccc3)cc(C(F)(F)F)n2n1	-7.7%
96	N#Cc1nc(-c2ccccc2F)oc1NCCc1ccccn1	6.2%

# More records
no.	Molecule	AmpC inh det
101	COCCCNC(=O)COc1ccc(Cl)c(C)c1	6.6%
102	CC(NS(C)(=O)=O)C(c1cccs1)N1CCN(Cc2ccccc2)CC1 (configuration not stated)	10.6%
103	Cc1cccc2cc(CN(Cc3ccco3)C(=O)c3ccncc3)c(=O)[nH]c12	-0.4%
104	Cc1cc(OCn2ccc(C(=O)O)n2)ccc1Cl	-4.0%
105	N[C@@H]1CCN(O)C1=O	-1.1%&-4.7%
106	Cc1ccc(S(=O)(=O)N2CCOCC2)cc1C(=O)Nc1nc(-c2cccnc2)cs1	-6.6%
107	CC(C)(C)c1ccccc1OCCCCCNCCO	6.5%
108	COC(=O)c1ccccc1NC(=O)CN1C(=O)c2ccccc2S1(=O)=O	-1.9%
109	CCCOC1CCCN(C(=O)c2cc(Cl)c(Cl)cc2C(=O)O)C1 (configuration not stated)	-0.1%
110	CCOc1ccc(N2CC(C(=O)Nc3ccccc3OC)CC2=O)cc1 (configuration not stated)	10.7%
111	CC(C)N=C(NC#N)SCc1ccc(F)cc1	-1.4%
112	COc1cccc(CNC(=O)CN(c2cc(C)cc(C)c2)S(=O)(=O)c2c(C)noc2C)c1	3.7%
113	CC(C)Oc1ccc(NC(=O)c2ccncc2)cc1	-2.4%
114	Cc1nn(-c2ccccc2)c2nc(-c3ccco3)cc(C(=O)O)c12	-5.2%
115	COc1ccc(-c2nc3cnc(N4CCOCC4)nc3n(-c3ccccc3)c2=O)cc1	-2.4%
116	CCCCNC(=O)c1ccc(NS(=O)(=O)c2ccccc2)cc1	-3.6%
117	CN(C)c1ccc(-c2nc3ccccc3n2C)cc1	1.3%
118	CCCCCn1c(SCC(=O)OCC)nc2cc(C(=O)NCc3ccco3)ccc2c1=O	9.6%
119	Cc1cccc(N2CCN(C3=NC(=O)C(=C4CCCCC4)S3)CC2)c1	1.3%
120	CCOC(=O)Cn1nc(-c2ccccc2)nc1-c1ccccc1	-1.6%
121	O=C(c1cccs1)N1CCOCC1	-3.3%
122	Cc1noc(C)c1C(=O)Nc1sc2c(c1C(N)=O)CCCCC2	-1.7%
123	O=C(NCc1ccccn1)Nc1ccc(F)cc1	-0.2%
124	CCC1CCCCN1S(=O)(=O)c1ccc(C(=O)Nc2nnc(-c3cccs3)o2)cc1 (configuration not stated)	-7.7%
125	CCOc1ccc(OCc2cccc(C(=O)N3CCOCC3)c2)cc1	-0.7%
126	COC(=O)C1=C(C)N(c2ccc(S(N)(=O)=O)cc2)C(=O)C1	-0.9%
127	Cc1c(N=c2c(=O)c3ccccc3c2=O)c(=O)n(-c2ccccc2)n1C	10.5%
128	CCOC(=O)c1[nH]c(C)c(C(=O)NCC2CCCO2)c1C (configuration not stated)	1.8%
129	O=C1c2cccc3cccc(c23)C(=O)N1c1nncs1	0.2%
130	CCC(CC)n1[nH]c(=O)c2c(C)cc(C)nc21	-6.8%
131	CCCn1c(=O)c2ccccc2n2c(SCCOc3ccc(C)cc3)nnc12	-3.4%

# An excerpt (hit frequency here may not be typical).
